Compound activity deposited in PubChem by National Center for Advancing Translational Sciences (NCATS).
TSG101-PTAP inh: blocks PTAP/TSG101 interaction to inhibit HIV-1 budding. 340,000 tested, under 10 active. Fluorescence polarization, FITC-PTAP peptide / Tsg101 binding. AID 493005. Q99816. Potency, µM (titrated, usually from 115 µM), for the others: at the highest dose activity change, negative = inhibition, hits mostly inhibitors; active = well fitted inhibition curve with a large enough effect in the main read-out, with a control signal flat, not every such curve was filed as active; inconclusive = small, poorly fitted or top-dose-only effect, or effect the other way, or a change in a side signal; inactive = no such curve, though single readings can be large or run the other way; also: potency is read from the fitted curve at half-maximal effect; % of control where 0% means no effect
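FP read-out: FITC-PTAP peptide, 50 nM final, binding Tsg101 binding domain, 10 uM final; 20 min, r.t.; 10 mM HEPES pH 7.5, 0.15 M NaCl, 0.01% Tween 20, 3 mM EDTA, 0.1 mM TCEP.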
USP2a block: inhibitors of human ubiquitin-specific protease USP2a | O75604 | USP2 core, Ub-CHOP2 coupled fluorogenic reporter, 485/531 | Potency, µM (top dose mostly 38.3 µM), for the others: at the highest dose activity change, negative = inhibition, most hits filed as inhibitors | 330,000 tested, 0.01% active | AID 463254;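 also: potency is read from the fitted curve at half-maximal effect; plate controls were DMSO wells for no effect and full inhibition by NEM control for full effect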
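USP2 core (10nM final) preincubated 30min RT with compound in 20mM Tris-HCl pH 8.0, 2mM CaCl2, 2mM beta-mercaptoethanol, 0.05% CHAPS; 25nM Ub-CHOP2 plus 25nM reporter substrate added, fluorescence (Ex485/Em531) read after 60min.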
Mito fusion act: blocks mitochondrial division or promotes mitochondrial fusion; S. cerevisiae fusion-defective mutant growth rescue, CellTiterGlo 48 h; Potency, µM (top dose mostly 46.1 µM), for the others: at the highest dose growth rescue (activation), hits mostly activators; 320,000 tested, 0.23% active; AID 485298;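 also: potency is read from the fitted curve at half-maximal effect; % of control where 0% means no effect; nearly all actives have a fitted effect of over 45% in size; temperature-sensitive fusion mutants such as fzo1-1 at 37 °C on non-fermentable ethanol glycerol medium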
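Growth-rescue viability read-out: after 48 h at the non-permissive 37C in glycerol/ethanol YPEG, yeast mitochondrial fusion mutants are measured by CellTiterGlo luminescence; compounds (23 nl pinned per well) restoring growth score as division inhibitors or fusion activators.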
BCR signal inh: chronic active BCR signaling inhibition; Potency, µM (doses to about 46.1 µM), inactives show at the highest dose ratio change, negative = lower green/red ratio, usual class: inhibitors; ABC-DLBCL IkBa-CBG/CBR reporter, luminescence ratio, 4 h; 340,000 tested, 0.05% active; active = well fitted inhibition curve with a large enough effect in the signal ratio, with a control signal flat, not every such curve was filed as active; inconclusive = small, poorly fitted or top-dose-only effect, or effect the other way, or a change in a side signal; the % refers to the signal ratio;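 also: potency is read from the fitted curve at half-maximal effect; plate controls were basal doxycycline-induced cells for no effect and cells given 10 µM MG132 for full effect; MG132 reads +100%, hits lower the ratio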
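Doxycycline induced both beetle luciferases in TMD8 lymphoma cells; IKK-driven degradation limits the IkappaBalpha-fused green signal, while red luminescence normalises for cell number and nonspecific effects. Compounds tested up to 46 uM, 4 hrs.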
B2AR arrestin: recruits beta-arrestin to the human beta2-adrenergic receptor; P07550; beta-arrestin recruitment to beta2AR, cell-based reporter; Potency, µM (doses to about 46.1 µM), inactives show at the highest dose activation, actives largely listed as activators; 330,000 tested, 0.02% active;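 also: potency is read from the fitted curve at half-maximal effect; 0% = DMSO controls and full agonism = EC100 isoproterenol or metaproterenol; nearly all actives have a fitted effect of over 65% in size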
Target sequence (P07550 whole entry, looked up): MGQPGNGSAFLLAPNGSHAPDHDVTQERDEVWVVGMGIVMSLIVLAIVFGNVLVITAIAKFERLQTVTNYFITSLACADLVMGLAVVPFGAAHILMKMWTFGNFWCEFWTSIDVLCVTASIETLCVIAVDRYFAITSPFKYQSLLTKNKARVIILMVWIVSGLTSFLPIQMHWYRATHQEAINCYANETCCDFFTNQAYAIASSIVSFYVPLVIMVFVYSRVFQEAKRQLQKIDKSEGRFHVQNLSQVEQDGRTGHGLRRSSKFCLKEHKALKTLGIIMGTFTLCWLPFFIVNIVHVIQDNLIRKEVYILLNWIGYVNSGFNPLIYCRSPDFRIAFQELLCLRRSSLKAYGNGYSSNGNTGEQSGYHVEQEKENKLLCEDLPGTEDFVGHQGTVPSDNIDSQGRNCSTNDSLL
uPA surface inh: inhibitors of cell surface uPA generation | cell surface uPA generation assay, qHTS | Potency, µM (titrated, usually from 38.3 µM), for inactives: at the highest dose activity change, negative = inhibition, most hits filed as inhibitors | 330,000 tested, 0.31% active | AID 540303; active = well fitted inhibition curve with a large enough effect; inconclusive = small, poorly fitted or top-dose-only effect; inactive = no such curve, though single readings can be large or run the other way; tested in mouse RAW 264.7 cells; also: potency is read from the fitted curve at half-maximal effect; % is scaled to controls: 0 for no effect and ±100 for the full control effect; nearly all actives have a fitted effect of over 55% in size
ELG1 repair inh: blocks ELG1-dependent DNA repair in HEK293T cells | HEK293T ELG1-luciferase reporter, luminescence, 16 h; DNA damage induced by 5-fluorouridine | Potency, µM (top dose mostly 46.1 µM), inactives show at the highest dose activity change, negative = inhibition, most hits filed as inhibitors | 330,000 tested, 2.3% active; also: potency is read from the fitted curve at half-maximal effect; % is scaled to controls: 0 for no effect and ±100 for the full control effect; nearly all actives have a fitted effect of over 55% in size
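Luminescence from the luciferase reporter, measured 30 min after ONE-Glo reagent at room temperature, was the read-out. Beforehand, 2,000 cells per well were exposed for 16 hr at 37 °C to 5-fluorouridine together with compound or vehicle.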
Eya2 phos inh: inhibitors of human Eya2 phosphatase activity; O00167; recombinant Eya2, OMFP fluorescence dephosphorylation (OMFP is methylfluorescein phosphate); Potency, µM (top dose mostly 76.9 µM), for inactives: at the highest dose activity, negative = inhibition, actives largely listed as inhibitors; 330,000 tested, 0.006% active; also: potency is read from the fitted curve at half-maximal effect; % is scaled to controls: 0 for no effect and ±100 for the full control effect
Target sequence (O00167 whole entry, looked up): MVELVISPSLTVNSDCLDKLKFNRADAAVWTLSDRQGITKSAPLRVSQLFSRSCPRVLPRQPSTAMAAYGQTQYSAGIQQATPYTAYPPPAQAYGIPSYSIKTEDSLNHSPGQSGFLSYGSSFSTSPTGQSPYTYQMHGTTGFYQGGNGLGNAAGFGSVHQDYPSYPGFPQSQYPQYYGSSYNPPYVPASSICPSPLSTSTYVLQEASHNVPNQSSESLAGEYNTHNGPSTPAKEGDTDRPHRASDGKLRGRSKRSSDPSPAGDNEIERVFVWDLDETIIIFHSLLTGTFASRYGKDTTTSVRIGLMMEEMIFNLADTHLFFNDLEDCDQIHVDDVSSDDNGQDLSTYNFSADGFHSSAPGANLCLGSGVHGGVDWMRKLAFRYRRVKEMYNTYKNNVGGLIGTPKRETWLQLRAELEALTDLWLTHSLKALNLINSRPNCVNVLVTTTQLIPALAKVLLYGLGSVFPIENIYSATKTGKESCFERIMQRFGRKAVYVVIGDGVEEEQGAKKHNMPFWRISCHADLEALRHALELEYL
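Eya2 protein (added as 0.2 uM solution) was preincubated with compound for 10 min at ambient temperature in 50 mM HEPES pH 7.5, 50 mM NaCl, 5 uM MgCl2, 0.05% BSA, 1 mM DTT. OMFP (added at 50 uM) then reacted 10 min; fluorescence read at 485/525 nm.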
Tb PFK block: inhibitors of T. brucei phosphofructokinase; AID 485367; T. brucei PFK, ADP-Glo luminescence; 330,000 tested, 0.17% active; O15648; Potency, µM (top dose mostly 57.5 µM), for the others: at the top dose activity, negative = inhibition, most hits filed as inhibitors;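 also: potency is read from the fitted curve at half-maximal effect; 0% = uninhibited 1x PFK enzyme wells and -100% = no-enzyme wells; nearly all actives have a fitted effect of over 60% in size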
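1.25 nM PFK with 0.5 mM F6P and 0.1 mM ATP in 0.1 M TEA pH 8.0, 5 mM MgCl2, incubated 45 min at room temperature; ADP measured by ADP-Glo luminescence; compounds titrated up to 57 uM.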
TSHR antag: human thyrotropin receptor antagonism | P16473 | TSHR-expressing cells, TSH-stimulated cAMP HTRF, 2 h; active compounds read low | activity change, negative = inhibition, % at 11.5 µM | 330,000 tested, 0.2% active | AID 504810;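 active = activity change below a set negative limit, meaning inhibition stronger than a set level, cut at about -70% in these data; inconclusive = activity change between two set negative limits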; also: % is scaled to controls: 0 for no effect and ±100 for the full control effect
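Inhibition of cAMP made by TSHR-expressing cells under TSH stimulation (4nM final, EC80; 2 h, 37 deg C) is quantified with a one-step lysis HTRF kit, anti-cAMP cryptate versus cAMP-d2.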
TCR activator: activators of T cell receptors. primary human leukocytes, anti-CD3, IL-2 HTRF, 48 h. Potency, µM (top dose mostly 9.22 µM), for inactives: at the highest dose activation of IL-2 secretion, actives largely listed as activators. 330,000 tested, under 10 active. AID 504894; also: % of control where 0% means no effect
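Readout: HTRF IL-2, Eu-cryptate/d2 antibody pair, 320nm excitation, 665nm emission. Stimulus: a-CD3 beads, no co-stimulation. Cells: primary human leukocytes. Exposure: 48 hr with compound.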
Starred values were filed as active, the others as inactive; [ ] = another dose, or the depositor's remark. Unless noted, calls follow the shape of the dose curve; as a rule, active = well fitted curve in the direction sought with a large enough effect; inconclusive = small, poorly fitted or top-dose-only effect, or another doubt; inactive = no such curve, though single readings can be large; an effect the other way counts as inactive or inconclusive.

How did CCOC(=O)c1c(C)c(C(=O)NCc2ccco2)c(C)n1Cc1ccccc1 do in these assays?
TSG101-PTAP inh: -6%; USP2a block: -1%; Mito fusion act: -5%; BCR signal inh: 8%; B2AR arrestin: 2.9%; ELG1 repair inh: -21%; Eya2 phos inh: -8%; Tb PFK block: -24%; TSHR antag: -12; TCR activator: -4%

Results for O=S(=O)(c1ccc2ccccc2c1)N1CCN(C(=S)Nc2ccc(F)cc2)CC1 ?
TSG101-PTAP inh: -2%; USP2a block: -10%; Mito fusion act: 20%; BCR signal inh: 0%; B2AR arrestin: -0.9%; uPA surface inh: -5%; ELG1 repair inh: 18µM*; Eya2 phos inh: 1%; Tb PFK block: -3%; TSHR antag: -8; TCR activator: 1%[46.1 µM]

Results for Cc1ccc(C(=O)Nc2ccccc2N2CCCC2)s1 ?
TSG101-PTAP inh: -1%; USP2a block: 2%; Mito fusion act: 10%; BCR signal inh: 2%; B2AR arrestin: 0.0%; uPA surface inh: inconclusive; ELG1 repair inh: 6%; Eya2 phos inh: 4%; Tb PFK block: 12%; TSHR antag: -7; TCR activator: -28%

How did CC(C)(C#N)NC(=O)C(=O)c1c(-c2ccccc2)cc2ccccn12 do in these assays?
TSG101-PTAP inh: -1%; USP2a block: 3%; Mito fusion act: -1%; BCR signal inh: -8%; B2AR arrestin: -0.3%; uPA surface inh: -2%; ELG1 repair inh: 14%; Eya2 phos inh: -11%; Tb PFK block: -1%; TSHR antag: 14; TCR activator: 0%

What do the screens show for `COc1ccc(NC(=S)Nc2cc(C)cc(C)n2)cc1OC`?
TSG101-PTAP inh: -3%; USP2a block: -6%; Mito fusion act: 5%; BCR signal inh: inconclusive; B2AR arrestin: 0.3%; uPA surface inh: 3%; ELG1 repair inh: 6%; Eya2 phos inh: 2%; Tb PFK block: -4%; TSHR antag: 18; TCR activator: -2%[46.1 µM]

What do the screens show for `COC(=O)c1nc2nc(C)cc(=O)n2[nH]1`?
TSG101-PTAP inh: -3%; USP2a block: 3%; Mito fusion act: -1%; BCR signal inh: -1%; B2AR arrestin: -0.2%; uPA surface inh: 2%; ELG1 repair inh: 7%; Eya2 phos inh: 10%; Tb PFK block: 8%; TSHR antag: 5; TCR activator: 2%

Results for O=C(NCc1ccc(F)cc1)c1cccc2c1C(=O)c1ccc(N3CCOCC3)cc1S2(=O)=O ?
TSG101-PTAP inh: inconclusive; USP2a block: 2%; Mito fusion act: -5%; BCR signal inh: inconclusive; B2AR arrestin: -0.9%; uPA surface inh: -6%; ELG1 repair inh: inconclusive; Eya2 phos inh: 7%; Tb PFK block: 0%; TSHR antag: -17; TCR activator: -5%

What do the screens show for `CCOc1ccc(-c2c[n+]3c(n2-c2ccccc2)CCCCC3)cc1`?
TSG101-PTAP inh: 1%; USP2a block: 6%; Mito fusion act: -1%; BCR signal inh: 7%; B2AR arrestin: 0.1%; uPA surface inh: inconclusive; ELG1 repair inh: inconclusive; Eya2 phos inh: -2%; Tb PFK block: 10%; TSHR antag: 0; TCR activator: -1%

How did CC1(c2ccc(Cl)cc2)NC(=O)N(CC(=O)N2CCCC2)C1=O (configuration not stated) do in these assays?
TSG101-PTAP inh: 0%; USP2a block: -3%; Mito fusion act: -1%; BCR signal inh: 0%; B2AR arrestin: 2.8%; ELG1 repair inh: 1%; Eya2 phos inh: -6%; Tb PFK block: -3%; TSHR antag: 25; TCR activator: 0%

How did Cc1ccc(N2C(=O)C(Cl)=C(N3CCOCC3)C2=O)c(C)c1 do in these assays?
TSG101-PTAP inh: -3%; USP2a block: 1%; Mito fusion act: -5%; BCR signal inh: 1%; B2AR arrestin: -0.6%; uPA surface inh: 0%; ELG1 repair inh: -8%; Eya2 phos inh: -23%; Tb PFK block: -14%; TSHR antag: 15; TCR activator: -3%

How did CN(CC(=O)NC(=O)NCc1ccccc1)CC(=O)Nc1ccc(Cl)c(C(F)(F)F)c1 do in these assays?
USP2a block: -6%; Mito fusion act: -11%; BCR signal inh: -18%; B2AR arrestin: -1.9%; uPA surface inh: -4%; ELG1 repair inh: 1%; Eya2 phos inh: -7%; Tb PFK block: -5%; TSHR antag: 4; TCR activator: 2%

Results for CCCC(=O)OC/C(O)=C(\C#N)c1nc2ccccc2[nH]1 ?
TSG101-PTAP inh: -3%; USP2a block: 1%; Mito fusion act: 4%; BCR signal inh: inconclusive; B2AR arrestin: -0.2%; uPA surface inh: 6%; ELG1 repair inh: inconclusive; Eya2 phos inh: -17%; Tb PFK block: -1%; TSHR antag: -8; TCR activator: 4%

What do the screens show for `COc1ccc(N2CCN(S(=O)(=O)CCNC(=O)COc3ccccc3)CC2)cc1`?
TSG101-PTAP inh: 0%; USP2a block: 2%; Mito fusion act: -5%; BCR signal inh: 0%; B2AR arrestin: -0.2%; uPA surface inh: 2%; ELG1 repair inh: 3%; Eya2 phos inh: -11%; Tb PFK block: 2%; TSHR antag: 0; TCR activator: -2%

How did CC(=O)NCc1ccc(C(=O)CN2C(=O)NC3(CCCCC3C)C2=O)s1 (configuration not stated) do in these assays?
TSG101-PTAP inh: -1%; USP2a block: 1%; Mito fusion act: -3%; BCR signal inh: 1%; B2AR arrestin: 0.3%; uPA surface inh: 0%; ELG1 repair inh: 19%; Eya2 phos inh: 1%; Tb PFK block: 6%; TSHR antag: 0; TCR activator: 3%

How did COc1cccc(C(=O)NCCS(=O)(=O)N2CCC(C)CC2)c1 do in these assays?
TSG101-PTAP inh: 0%; USP2a block: -2%; Mito fusion act: 0%; BCR signal inh: -2%; B2AR arrestin: -0.8%; uPA surface inh: 0%; ELG1 repair inh: 9%; Eya2 phos inh: -21%; Tb PFK block: -1%; TSHR antag: -3; TCR activator: 6%

Results for Cc1ccc(NC(=O)NCCCN2CCCC2=O)cc1C ?
TSG101-PTAP inh: -3%; USP2a block: 1%; Mito fusion act: 2%; BCR signal inh: 0%; B2AR arrestin: 0.0%; uPA surface inh: -3%; ELG1 repair inh: inconclusive; Eya2 phos inh: -8%; Tb PFK block: 0%; TSHR antag: -5; TCR activator: 0%

Results for COc1ccc(S(=O)(=O)n2nc(OC(C)=O)cc2N(C(C)=O)C(C)=O)cc1 ?
TSG101-PTAP inh: -5%; USP2a block: 1%; Mito fusion act: 0%; BCR signal inh: -1%; B2AR arrestin: 0.5%; uPA surface inh: -5%; ELG1 repair inh: 10%; Eya2 phos inh: -2%; Tb PFK block: -1%; TSHR antag: 1; TCR activator: -6%

What do the screens show for `NS(=O)(=O)c1ccc(Sc2ccccn2)c([N+](=O)[O-])c1`?
TSG101-PTAP inh: -1%; USP2a block: 1%; Mito fusion act: -1%; BCR signal inh: -8%; B2AR arrestin: -0.4%; uPA surface inh: 1%; ELG1 repair inh: inconclusive; Eya2 phos inh: -1%; Tb PFK block: 3%; TSHR antag: -7; TCR activator: -1%

How did COc1cccc(CCNC(=O)CCc2nnc(-c3cc(C)oc3C)o2)c1 do in these assays?
TSG101-PTAP inh: -4%; USP2a block: 3%; Mito fusion act: 4%; BCR signal inh: -4%; B2AR arrestin: -1.5%; uPA surface inh: -2%; ELG1 repair inh: -2%; Eya2 phos inh: 16%; Tb PFK block: -1%; TSHR antag: -2; TCR activator: -3%

What do the screens show for `Nc1cc(-c2ccc(OC(F)(F)F)cc2)nn1-c1ccc(Cl)c(Cl)c1`?
TSG101-PTAP inh: 1%; USP2a block: -10%; Mito fusion act: 11%; BCR signal inh: inconclusive; B2AR arrestin: 0.0%; uPA surface inh: 18%; ELG1 repair inh: -8%; Eya2 phos inh: inconclusive; Tb PFK block: -1%; TSHR antag: -22; TCR activator: 4%

What do the screens show for `O=C(CSCc1ccc(Br)cc1)NC1CC1`?
TSG101-PTAP inh: -6%; USP2a block: -1%; Mito fusion act: -1%; BCR signal inh: -5%; B2AR arrestin: 0.2%; uPA surface inh: 0%; ELG1 repair inh: 6%; Eya2 phos inh: -1%; Tb PFK block: 3%; TSHR antag: 4; TCR activator: 12%

How did CCOC(=O)N1CCN(C(=O)CSCc2ccc(Br)cc2)CC1 do in these assays?
TSG101-PTAP inh: 0%; USP2a block: 0%; Mito fusion act: -1%; BCR signal inh: inconclusive; B2AR arrestin: 0.7%; uPA surface inh: -1%; ELG1 repair inh: -6%; Eya2 phos inh: 8%; Tb PFK block: 0%; TSHR antag: -29; TCR activator: 1%
